Compound activity from PubChem BioAssay.
GLS inhibitor – qHTS for Inhibitors of Glutaminase (GLS); Glutaminase kidney isoform, mitochondrial (Homo sapiens), O94925; GLS enzymatic activity, qHTS titration; Potency, µM (titrated, usually from 45.5 µM), for inactives: at the highest dose activity change, negative = inhibition, most hits filed as inhibitors; 0.21% of 410,000 active; AID 624170, 2012; also: % is scaled to controls: 0 for no effect and ±100 for the full control effect
Target sequence (O94925 whole entry, looked up, canonical isoform): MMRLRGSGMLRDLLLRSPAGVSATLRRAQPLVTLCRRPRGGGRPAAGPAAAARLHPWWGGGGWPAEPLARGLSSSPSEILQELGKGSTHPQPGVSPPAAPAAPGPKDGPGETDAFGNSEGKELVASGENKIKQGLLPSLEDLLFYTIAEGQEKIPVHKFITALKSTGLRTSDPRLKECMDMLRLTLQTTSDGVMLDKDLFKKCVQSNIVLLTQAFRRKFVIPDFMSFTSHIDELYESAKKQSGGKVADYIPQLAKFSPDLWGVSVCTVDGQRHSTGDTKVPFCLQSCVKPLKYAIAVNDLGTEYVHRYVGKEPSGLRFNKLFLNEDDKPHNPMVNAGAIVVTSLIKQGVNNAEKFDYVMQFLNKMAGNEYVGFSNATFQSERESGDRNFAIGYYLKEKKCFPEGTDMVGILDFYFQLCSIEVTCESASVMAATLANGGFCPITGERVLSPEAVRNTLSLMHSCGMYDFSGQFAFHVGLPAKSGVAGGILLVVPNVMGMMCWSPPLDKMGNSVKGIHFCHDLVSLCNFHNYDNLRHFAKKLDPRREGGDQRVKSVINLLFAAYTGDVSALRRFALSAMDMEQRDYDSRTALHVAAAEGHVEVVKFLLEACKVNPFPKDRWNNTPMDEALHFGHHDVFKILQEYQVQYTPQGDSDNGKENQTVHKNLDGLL
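Glutamate formation by hKGA was monitored fluorometrically using coupled glutamate oxidase, HRP and Amplex Red. Substrate was added as 1 mM L-glutamine solution; incubation was 30 min at RT after an initial read.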
G9a inh – qHTS Assay for Inhibitors of Histone Lysine Methyltransferase G9a | G9a H3K9 monomethylation, AlphaScreen, 2 h | AID 504332, 2011 | 8.8% of 350,000 active | Potency, µM (doses to about 102 µM), for inactives: top-dose activity, negative = inhibition, usual class: inhibitors | Histone-lysine N-methyltransferase EHMT2 (Homo sapiens), Q96KQ7; also: % is scaled to controls: 0 for no effect and ±100 for the full control effect; nearly all actives have a fitted effect of over 75% in size
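Readings reflect AlphaScreen signal from monomethyl-H3K9 antibody detection. HMT at 20 nM; substrate b-H3K9 500 nM; cofactor SAM 20 uM; 2 h RT reaction; compounds tested as titrations in qHTS with 15 min preincubation.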
POLI inh – qHTS for Inhibitors of Polymerase Iota. Potency, µM (doses to about 115 µM), without a hit: at the top dose activity, negative = inhibition, hits mostly inhibitors. Pol iota fluorescent replication assay, 10 min. 1% of 390,000 active
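Fluorescent replication assay read twice, at 0 min and 10 min after adding 50 nM (final) substrate. Enzyme (10 nM) and compounds were first incubated 15 min at room temperature; enzyme-free buffer wells were negative controls.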
JMJD2A Tudor inh – qHTS Assay for Inhibitors of JMJD2A-Tudor Domain; Lysine-specific demethylase 4A (Homo sapiens), O75164; AlphaScreen JMJD2A-Tudor / H3K4me3 peptide binding; Potency, µM (series often up to 114 µM), inactives show top-dose activity change, negative = inhibition, hits mostly inhibitors; 4.4% of 390,000 active; AID 504339, 2011; also: % is scaled to controls: 0 for no effect and ±100 for the full control effect; nearly all actives have a fitted effect of over 50% in size
Pin1 inh – qHTS Assay to Find Inhibitors of Pin1; 0.009% of 390,000 active; Potency, µM (top dose mostly 115 µM), inactives show top-dose activity, negative = inhibition, actives largely listed as inhibitors; Peptidyl-prolyl cis-trans isomerase NIMA-interacting 1 (Homo sapiens), Q13526; Pin1 FP peptide displacement, HiFluor488, 10 min; active = well fitted inhibition curve with a large enough effect in the polarisation, with a control signal flat, not every such curve was filed as active; inconclusive = small, poorly fitted or top-dose-only effect, or effect the other way, or a change in a side signal; inactive = no such curve, though single readings can be large or run the other way; the % refers to the polarisation; also: % is scaled to controls: 0 for no effect and ±100 for the full control effect
Target sequence (Q13526 whole entry, looked up): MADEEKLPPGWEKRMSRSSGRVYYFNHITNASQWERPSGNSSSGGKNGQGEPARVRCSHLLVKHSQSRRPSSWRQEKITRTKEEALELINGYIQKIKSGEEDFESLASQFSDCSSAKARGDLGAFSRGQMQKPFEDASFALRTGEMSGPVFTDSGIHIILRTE
BLM helicase inh – qHTS Assay for Inhibitors of Bloom's syndrome helicase (BLM). Potency, µM (top dose mostly 56.1 µM), without a hit: at the highest dose activity change, negative = inhibition, usual class: inhibitors. RecQ-like DNA helicase BLM (Homo sapiens), P54132. recombinant BLM DNA unwinding, fluorescence dequenching. 0.2% of 350,000 active. AID 2528, 2010;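 also: plate controls were vehicle for no effect and no enzyme for full effect; nearly all actives have a fitted effect of over 35% in size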
PGK inhibitor – qHTS Assay to Find Inhibitors of Phosphoglycerate Kinase; Phosphoglycerate kinase, glycosomal (Trypanosoma brucei brucei), P07378; PGK/GAPDH coupled, Kinase-Glo luminescence, 60 min; 0.043% of 380,000 active; AID 602233, 2012; Potency, µM (titrated, usually from 57.5 µM), for inactives: at the top dose activity change, negative = inhibition, most hits filed as inhibitors; also: % is scaled to controls: 0 for no effect and ±100 for the full control effect; nearly all actives have a fitted effect of over 60% in size
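Recombinant glycosomal PGK reaction used 1,3-bisphosphoglycerate generated in-well by GAPDH (100nM final) in 100mM TEA pH 7.6, 5mM MgCl2, 0.01% Tween-20. After 60 minutes at room temperature, ATP was read by Kinase-Glo Plus luminescence end-point.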
HP1b binding inh – HTS for Inhibitors of HP1-beta Chromodomain Interactions with Methylated Histone Tails | Chromobox protein homolog 1 (Homo sapiens), P83916 | AlphaScreen HP1-beta / biotin-H3K9me3 peptide binding | Potency, µM (highest dose often 114 µM), for the others: at the top dose activity change, negative = inhibition, hits mostly inhibitors | 0.56% of 390,000 active; also: nearly all actives have a fitted effect of over 70% in size; inactives centre near 23
Target sequence (P83916 whole entry, looked up): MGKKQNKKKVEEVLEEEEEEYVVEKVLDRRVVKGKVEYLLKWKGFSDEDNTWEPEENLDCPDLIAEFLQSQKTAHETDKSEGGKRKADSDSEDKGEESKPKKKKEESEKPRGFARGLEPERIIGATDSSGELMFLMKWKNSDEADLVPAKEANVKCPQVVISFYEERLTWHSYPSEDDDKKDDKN
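AlphaScreen: HP1-beta (50 nM) preformed 30 min with biotin-H3(1-18)K9me3 peptide (50 nM) in PBS pH 7.4, 0.01% Tween-20. Compound added for 30 min at RT, then streptavidin donor/nickel chelate acceptor beads (10 ug/mL) for 30 min.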
BAZ2B block – qHTS Assay for Inhibitors of BAZ2B; Bromodomain adjacent to zinc finger domain protein 2B (Homo sapiens), Q9UIF8; AlphaScreen BAZ2B-H3K14Ac peptide displacement; Potency, µM (top dose mostly 114 µM), for inactives: top-dose activity change, negative = inhibition, usual class: inhibitors; 4.4% of 360,000 active; also: % is scaled to controls: 0 for no effect and ±100 for the full control effect; nearly all actives have a fitted effect of over 60% in size
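In this displacement format the biotinylated H3(5-23) peptide acetylated at Lys14 serves as ligand at 50 nM, with BAZ2B at 50 nM in PBS pH 7.4 containing 0.01% Tween-20. Donor and acceptor beads are 10 ug/mL final.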
An asterisk follows results filed as active; & = joins results of further samples; [ ] = dose if it differs, or a comment. Unless noted, calls follow the shape of the dose curve; as a rule, active = well fitted curve in the direction sought with a large enough effect; inconclusive = small, poorly fitted or top-dose-only effect, or another doubt; inactive = no such curve, though single readings can be large; an effect the other way counts as inactive or inconclusive. Potency is read from the fitted curve at half-maximal effect. This is a subset; the hit share may differ from the screen's.

What do the screens show for `COc1ccc2nc(SCC(=O)NC(C)c3ccccc3)[nH]c2c1` (stereo not given)?
GLS inhibitor: 1.8%; G9a inh: -62.7%[12.7 µM]; POLI inh: 4.5%; JMJD2A Tudor inh: 1.0%; Pin1 inh: -4.1%; PGK inhibitor: 5.7%; HP1b binding inh: 28.7%; BAZ2B block: 3.4%

How did COc1ccc(Br)cc1C(=O)Nc1ccc2oc(-c3cccnc3)nc2c1 do in these assays?
GLS inhibitor: -11.4%; G9a inh: -33.2%[59 µM]; POLI inh: -8.1%; JMJD2A Tudor inh: -3.8%; Pin1 inh: 8.3%; BLM helicase inh: 0.5%; PGK inhibitor: -9.1%; HP1b binding inh: 65.7%[activator]; BAZ2B block: -1.3%

What do the screens show for `COc1ccccc1N1CCN(C(=O)c2ccc(CSc3ccccc3)cc2)CC1`?
GLS inhibitor: 11.4%; G9a inh: -5.5%[59 µM]; POLI inh: 2.0%; JMJD2A Tudor inh: -24.0%; Pin1 inh: 10.8%; BLM helicase inh: -7.5%; PGK inhibitor: -4.7%; HP1b binding inh: -1.2%; BAZ2B block: inconclusive

What do the screens show for `C=C[C@H](CC(C)C)N(Cc1ccccc1)S(=O)(=O)N(Cc1ccccc1)[C@@H](C=C)CC(C)C`?
GLS inhibitor: 5.6%; POLI inh: 14.5%&1.2%; JMJD2A Tudor inh: 23.2%; Pin1 inh: 4.6%; PGK inhibitor: 5.8%; HP1b binding inh: 89.0%[activator]

Results for CC1CC(C(F)F)n2nc(C(=O)O)cc2N1 (stereo not given) ?
GLS inhibitor: 2.4%; G9a inh: 1.3%; POLI inh: 18.6%; JMJD2A Tudor inh: 20µM*; Pin1 inh: -2.4%; BLM helicase inh: -2.3%; PGK inhibitor: -2.3%; HP1b binding inh: -2.7%; BAZ2B block: -10.8%

How did Cc1ccc(NC(=O)CC(NCCN2CCOCC2)C(=O)O)cc1Cl (stereo not given) do in these assays?
GLS inhibitor: 10.7%; G9a inh: inconclusive; POLI inh: 3.8%; JMJD2A Tudor inh: -0.8%[57.1 µM]; Pin1 inh: -3.8%; BLM helicase inh: 1.5%; PGK inhibitor: -9.7%; HP1b binding inh: 38.7%[activator]; BAZ2B block: 9.6%

How did CCC(C)NS(=O)(=O)c1ccc(OCC(=O)Nc2ccc(F)cc2F)cc1 (stereo not given) do in these assays?
GLS inhibitor: -1.1%; G9a inh: -7.8%[59 µM]; POLI inh: 9.3%; JMJD2A Tudor inh: -4.7%; Pin1 inh: 0.5%; BLM helicase inh: -2.0%; PGK inhibitor: inactive; HP1b binding inh: 27.1%; BAZ2B block: -3.2%

How did CN(C)C(=O)CCc1ccc2c3c([nH]c2c1)[C@]1(CCc2ccccc2)[C@@H](C(=O)N2CCCCC2)C[C@H](CC(=O)NCc2cccc(C(F)(F)F)c2)C(=O)N1CC3 do in these assays?
GLS inhibitor: 16.6%; POLI inh: 9.6%; JMJD2A Tudor inh: inconclusive; Pin1 inh: -3.0%; PGK inhibitor: 10.8%; HP1b binding inh: 34.7%

How did C/C(N)=C(/C#N)C(=O)CSc1nnc(COc2cc(C)ccc2C)o1 do in these assays?
GLS inhibitor: 0.5%; G9a inh: 14.7%[0.0925 µM]; POLI inh: -16.6%; JMJD2A Tudor inh: -0.6%; Pin1 inh: 22.0%; BLM helicase inh: -10.2%; PGK inhibitor: -7.0%; HP1b binding inh: 21.7%; BAZ2B block: -4.0%

Results for O=C(O)CCSCCC(=O)O ?
GLS inhibitor: 16.2%; G9a inh: 6.1%[59 µM]; POLI inh: 3.5%; JMJD2A Tudor inh: inconclusive; Pin1 inh: -1.6%; BLM helicase inh: 0.2%; PGK inhibitor: inactive; HP1b binding inh: 20.7%; BAZ2B block: -10.5%

Results for CCCn1cc(CN2CCC(Oc3ccc(C(=O)N4CCCC4)cc3)CC2)c(C)n1 ?
GLS inhibitor: 4.3%; G9a inh: 8.3%; POLI inh: 44.8%[activator]; JMJD2A Tudor inh: -22.1%; Pin1 inh: -3.7%; BLM helicase inh: 0.7%; PGK inhibitor: inactive; HP1b binding inh: 24.4%; BAZ2B block: 0.2%

Results for COc1ccc(-c2cc(C(=O)Nc3cccc(S(=O)(=O)NCc4ccco4)c3)c3ccccc3n2)cc1OC ?
GLS inhibitor: 0.0%; G9a inh: -49.3%[12.7 µM]; POLI inh: 20.5%; JMJD2A Tudor inh: -6.8%; Pin1 inh: 44.5%[activator]; BLM helicase inh: -20.9%; PGK inhibitor: -6.5%; HP1b binding inh: 43.3%[activator]; BAZ2B block: -0.7%

What do the screens show for `Cc1ccc(N2C(=O)[C@@H]3C(C(=O)C(c4ccccc4)c4ccccc4)=NN[C@@H]3C2=O)cc1`?
GLS inhibitor: 19.9%; G9a inh: inconclusive; POLI inh: 1.9%; JMJD2A Tudor inh: -25.3%; Pin1 inh: 24.5%; BLM helicase inh: -7.1%; PGK inhibitor: -3.3%; HP1b binding inh: 20.7%; BAZ2B block: -8.0%

What do the screens show for `CC(C)C[C@H](NC(=O)c1[nH]cnc1C(=O)N[C@@H](C)c1ccccc1)C(=O)OC(C)(C)C`?
GLS inhibitor: -0.8%; G9a inh: 32.3%[59 µM]; POLI inh: -4.0%; JMJD2A Tudor inh: -28.6%; Pin1 inh: inconclusive; BLM helicase inh: -22.4%; PGK inhibitor: -5.3%; HP1b binding inh: 46.8%[activator]; BAZ2B block: 3.6%

How did O=C(CCN1C(=O)/C(=C/c2ccc(Cl)cc2)SC1=S)Nc1cccc(C(=O)O)c1 do in these assays?
GLS inhibitor: 2.6%; G9a inh: 44.7µM*; POLI inh: 49.8%[activator]; JMJD2A Tudor inh: 50.1µM*; BLM helicase inh: inconclusive; PGK inhibitor: inconclusive; HP1b binding inh: -39.0%; BAZ2B block: 31.6µM*

How did COc1ccc2c(-c3cc4ccc(OCc5ccc(F)cc5)cc4oc3=O)cc(=O)oc2c1 do in these assays?
GLS inhibitor: 6.6%; G9a inh: 15.5%[59 µM]; POLI inh: 10.7%; JMJD2A Tudor inh: -4.9%; Pin1 inh: 23.2%; BLM helicase inh: -1.1%; PGK inhibitor: 1.8%; HP1b binding inh: 8.6%; BAZ2B block: 6.3%

What do the screens show for `Cc1ccc(-n2ncc3c2CCCC3NC(=O)c2cnccn2)cc1C` (stereo not given)?
GLS inhibitor: 0.5%; G9a inh: -6.3%[0.501 µM]; POLI inh: 11.0%; JMJD2A Tudor inh: -6.6%; Pin1 inh: 2.8%; BLM helicase inh: -1.6%; PGK inhibitor: -0.9%; HP1b binding inh: 37.4%; BAZ2B block: -19.7%

What do the screens show for `CCC(c1nnc(SCC(=O)Nc2ccc(C(C)=O)cc2)n1C1CCCCC1)N(C)C` (stereo not given)?
GLS inhibitor: -1.7%; G9a inh: -23.0%[59 µM]; POLI inh: 29.0%; JMJD2A Tudor inh: 1.4%; Pin1 inh: -1.1%; BLM helicase inh: -2.6%; PGK inhibitor: -9.9%; HP1b binding inh: 35.9%; BAZ2B block: 1.2%

Results for Cc1cc(NC(=O)CN2C(=O)S/C(=C\c3ccccc3)C2=O)no1 ?
GLS inhibitor: -1.7%; G9a inh: 53.2%[activator][59 µM]; POLI inh: 17.4%; JMJD2A Tudor inh: -0.7%; Pin1 inh: 17.4%; BLM helicase inh: 1.7%; PGK inhibitor: inactive; HP1b binding inh: 33.8%; BAZ2B block: 5.6%

Results for COc1ccc(-c2ccc(C(=O)O)o2)c([N+](=O)[O-])c1 ?
GLS inhibitor: -4.5%; G9a inh: 56.2µM*; POLI inh: 63.0%[activator]; JMJD2A Tudor inh: -6.3%; Pin1 inh: -3.5%; BLM helicase inh: -2.0%; PGK inhibitor: -2.0%; HP1b binding inh: 17.0%; BAZ2B block: inconclusive

What do the screens show for `CC(=O)Nc1sc2c(c1C#N)CC(C)(C)NC2(C)C`?
GLS inhibitor: 1.1%; G9a inh: -6.8%[12.7 µM]; POLI inh: -13.5%; JMJD2A Tudor inh: -11.7%; Pin1 inh: -1.7%; BLM helicase inh: 1.1%; PGK inhibitor: -5.8%; HP1b binding inh: 38.5%[activator]; BAZ2B block: -1.0%

How did CCN(CC(=O)NCc1cccs1)C(=O)c1cccc(S(=O)(=O)N2CCc3ccccc32)c1 do in these assays?
GLS inhibitor: -3.1%; G9a inh: -1.8%; POLI inh: 22.3%; JMJD2A Tudor inh: -12.3%; Pin1 inh: 2.9%; BLM helicase inh: -2.4%; PGK inhibitor: -0.5%; HP1b binding inh: 33.8%; BAZ2B block: -5.8%

What do the screens show for `COC(=O)C/C(O)=C(/N=Nc1cccc(C(F)(F)F)c1)C(=O)OC`?
GLS inhibitor: 7.1%; G9a inh: -5.0%[59 µM]; POLI inh: -5.8%; JMJD2A Tudor inh: 0.7%; Pin1 inh: 1.7%; BLM helicase inh: 2.8%; PGK inhibitor: -5.4%; HP1b binding inh: 18.9%; BAZ2B block: -7.4%
